# Bioassay records as filed in PubChem BioAssay.
# Vif-APOBEC3F blk = qHTS for Inhibitors of Vif-A3F Interactions: qHTS; Potency, µM (doses to about 46.1 µM), for the others: at the highest dose activity, negative = active; hit rate 0.2% among 390,000; HeLa A3F-eYFP + Vif (tagged APOBEC3F with the HIV-1 protein that degrades it), YFP fluorescence increase; also: potency is read from the fitted curve at half-maximal effect; % of control where 0% means no effect; nearly all actives have a fitted effect of over 65% in size
#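 HeLa cells stably expressing A3F-eYFP plus Vif, plated and incubated overnight at 37 deg C, then exposed to compounds overnight at 37 deg C. Blocked degradation read as raised yellow fluorescence (Ex 488/Em 500-530).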
# D1 potentiator = Potentiators of Human D1 Dopamine Receptor: qHTS. hit rate 0.036% among 360,000. HEK293 TREx D1 cells, calcium flux, dopamine EC20 potentiation. D(1A) dopamine receptor (Homo sapiens), P21728. potentiation, % at 10 µM; in the data active = potentiation above about 30%; also: 0% is about no effect
# LDHA block = qHTS assay for inhibitors of human lactate dehydrogenase | L-lactate dehydrogenase A chain (Homo sapiens), P00338 | purified LDHA, NADH/diaphorase-resazurin fluorescence; active compounds read low | activity change, % (values are at about 110 or 230 µM) | hit rate 0.15% among 480,000 | AID 1347041, 2019; in the data active = activity change below about -30%;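 also: plate controls were DMSO wells for no effect and wells without enzyme for full effect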
#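 Resorufin fluorescence (ex540/em590), read at 0 and 20 min after diaphorase/resazurin addition, reports the NADH left after a 5 min room-temperature reaction of 2 nM human LDH5 with 0.06 mM NADH and 0.2 mM pyruvate.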
# D2 PAM = HTS Assay for Positive Allosteric Modulators of the Human D2 Dopamine Receptor: Primary Screen for Potentiators. D(2) dopamine receptor (Homo sapiens), P14416. HEK293 T-REx D2, calcium flux, EC20 dopamine potentiation. potentiation, % at 10 µM. hit rate 0.34% among 340,000. AID 485347, 2010;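 active = potentiation over 3 SD above the plate norm, cut at about 30% in these data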; also: 0% is about no effect
#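 Calcium flux readout, no-wash dye, 1 read/s. Inducible HEK293 Trex D2 line, overnight 30 C. Compound alone 180 s (agonist flags), then EC20 dopamine, another 180 s to score potentiation.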
# Glioma ERSR ind = qHTS for Inducers of the Endoplasmic Reticulum Stress Response (ERSR) in Human Glioma: qHTS; U87-MG GRP78 promoter luciferase reporter, 16 h; Potency, µM, without a hit: at the highest dose activation, actives largely listed as activators; hit rate 0.02% among 420,000; AID 602332, 2012; also: potency is read from the fitted curve at half-maximal effect; series mostly up to about 76 µM; % of control where 0% means no effect; nearly all actives have a fitted effect of over 35% in size
#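 Stably transfected U87-MG glioma cells carrying a GRP78-based luciferase sensor; 16 h compound incubation. Luminescence end-point read 10 min after Bright-Glo addition at room temperature.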
# D1 ag = Allosteric Agonists of the Human D1 Dopamine Receptor: qHTS | HEK293 T-REx D1 cells, calcium flux, agonist mode | activation, % at 2 µM | hit rate 1% among 360,000; in the data active = activation above about 30%; also: 0% is about no effect
#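 Inducible HEK293 T-REx D1 cells, force-coupled to calcium signalling, were plated at 4000 cells/well with tetracycline and held overnight at 30 C. After no-wash calcium dye loading, compound-evoked calcium rise over 180 s flagged agonists.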
# D1 antagonist = Antagonist of Human D 1 Dopamine Receptor: qHTS | hit rate 3.2% among 360,000 | HEK293 TREx D1 cells, calcium flux, dopamine EC80; active compounds read low | AID 504652, 2011 | activity change, negative = inhibition, % at 10 µM; in the data active = activity change below about -30%; also: % is scaled to controls: 0 for no effect and ±100 for the full control effect
#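 HEK293 T-REx cells expressing inducible, force-coupled D1 receptor; no-wash Ca dye, 30–90 min RT. Cmpd → 180 s read at 1 Hz → EC80 DA → 180 s read.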
# RXFP1 agonist = qHTS Assay for Agonists of the Relaxin Receptor RXFP1; hit rate 0.3% among 370,000; Relaxin receptor 1 (Homo sapiens), Q9HBX9; HEK293T-RXFP1 cAMP TR-FRET, 30 min; response scale: percent of porcine relaxin response, buffer zero; Potency, µM (titrated, usually from 57.5 µM), for the others: top-dose activation, actives largely listed as activators; also: potency is read from the fitted curve at half-maximal effect; % is scaled to controls: 0 for no effect and ±100 for the full control effect; nearly all actives have a fitted effect of over 60% in size; many of its hits are not listed in these tables
# Target sequence (Q9HBX9 whole entry, looked up): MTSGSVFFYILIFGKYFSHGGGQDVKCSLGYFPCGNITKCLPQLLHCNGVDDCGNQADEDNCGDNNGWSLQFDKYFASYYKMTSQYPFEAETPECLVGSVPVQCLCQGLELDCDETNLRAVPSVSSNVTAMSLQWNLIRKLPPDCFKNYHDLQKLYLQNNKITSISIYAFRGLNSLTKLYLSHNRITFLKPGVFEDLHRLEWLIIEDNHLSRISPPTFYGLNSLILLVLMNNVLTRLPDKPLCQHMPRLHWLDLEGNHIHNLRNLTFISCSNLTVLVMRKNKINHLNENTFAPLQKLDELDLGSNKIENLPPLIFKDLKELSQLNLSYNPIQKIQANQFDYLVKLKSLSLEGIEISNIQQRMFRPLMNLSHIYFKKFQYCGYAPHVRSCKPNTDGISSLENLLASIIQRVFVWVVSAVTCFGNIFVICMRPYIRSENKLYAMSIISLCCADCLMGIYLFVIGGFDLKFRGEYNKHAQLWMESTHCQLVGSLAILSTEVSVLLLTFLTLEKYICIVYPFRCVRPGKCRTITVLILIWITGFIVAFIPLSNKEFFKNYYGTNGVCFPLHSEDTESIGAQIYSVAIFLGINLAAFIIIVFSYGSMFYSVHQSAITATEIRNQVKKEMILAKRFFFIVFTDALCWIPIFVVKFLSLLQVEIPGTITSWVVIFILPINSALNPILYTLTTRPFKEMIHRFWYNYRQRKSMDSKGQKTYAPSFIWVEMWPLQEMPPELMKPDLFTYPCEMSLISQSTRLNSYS
#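 HEK293 cells stably expressing RXFP1, treated 30 min at 37C with compounds plus PDE4 inhibitor Ro 20174; cAMP measured by HTRF TR-FRET. Normalized to buffer and 29 nM porcine relaxin; EC50 by Hill fit.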
# Vif-APOBEC3G blk = qHTS for Inhibitors of Vif-A3G Interactions: qHTS. HeLa A3G-eYFP + Vif (tagged APOBEC3G with the HIV-1 protein that degrades it), YFP fluorescence, overnight. DNA dC->dU-editing enzyme APOBEC-3G (Homo sapiens), Q9HC16. AID 602310, 2012. hit rate 0.076% among 410,000. Potency, µM (doses to about 46.1 µM), without a hit: at the top dose activity, negative = active, most hits filed as inhibitors;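 also: potency is read from the fitted curve at half-maximal effect; % is scaled to controls: 0 for no effect and ±100 for the full control effect; nearly all actives have a fitted effect of over 60% in size; hits raise eYFP signal because A3G escapes Vif-driven loss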
#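 HeLa cells stably expressing Vif and C-terminally eYFP-tagged A3G, seeded overnight at 37 deg C, then exposed to compound by pintool overnight at 37 deg C. Rise in yellow fluorescence (Ex 488/Em 500-530, Acumen) marks blocked Vif-driven A3G degradation.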
# An asterisk follows results filed as active; x = not tested or not shown; & = joins results of further samples. Unless noted, calls follow the shape of the dose curve; as a rule, active = well fitted curve in the direction sought with a large enough effect; inconclusive = small, poorly fitted or top-dose-only effect, or another doubt; inactive = no such curve, though single readings can be large; an effect the other way counts as inactive or inconclusive. The list is partial (hit frequency here may not be typical).
SMILES,Vif-APOBEC3F blk,D1 potentiator,LDHA block,D2 PAM,Glioma ERSR ind,D1 ag,D1 antagonist,RXFP1 agonist,Vif-APOBEC3G blk
O=C1CCN(Cc2ccccc2)S(=O)(=O)c2ccc(C(F)(F)F)cc21,3%,-1,1,-3,-5%&-4%,2,9,0.1%,-2%&2%
CCOc1ccc(S(=O)(=O)N2CCC(C(=O)N3CCN(Cc4ccccc4)CC3)CC2)cc1,1%,-2,1,13,4%,4,-5,0.9%,4%
CCCCn1c(=O)[nH]c2nc3cc(NC(C)=O)ccc3nc2c1=O,-14%,-1,-1,4,-1%,11,-4,-3.9%,1%
Fc1cccc(NCCc2c[nH]c3ccccc23)n1,3%,-8,5,7,5%,1,-26,0.0%,-8%
COc1ccc(C(=O)NCCCC2CCCC2)cc1OC1CCN(C(C)C)CC1,5%,x,-1,x,2%,x,x,x,1%
C[C@H](CO)N1C[C@H](C)[C@H](CN(C)S(=O)(=O)c2ccccc2F)OCc2cnnn2CCCC1=O,9%,x,-2,x,-3%,x,x,x,-1%
O=C(c1ccc([N+](=O)[O-])o1)N(Cc1nnc(-c2ccccc2Cl)o1)C1CC1,-13%,-3,-4,5,-1%,3,-10,2.5%,-7%
COc1ccc(Cl)cc1NC(=O)CSc1nc(Nc2ccccc2)nc(N2CCOCC2)n1,-8%,-1,0,-6,-5%,6,-10,-0.9%,0%
COc1ccc(CNC(=O)C2CCC(CNS(=O)(=O)c3ccccc3)CC2)cc1 (configuration not stated),-7%,-4,-13,5,-5%,2,2,-0.2%,-11%
Cc1nc(NCC2CC2)c2nnn(Cc3ccccc3)c2n1,-12%,4,-5,-12,-3%,6,5,1.3%,-1%
COc1ccc(S(=O)(=O)Nc2ccccc2C(=O)N2CCOCC2)cc1Br,5%,-5,-7,0,-3%,0,-6,0.2%,-6%
CCn1nc(C)c(NC(=O)c2ccc(Br)o2)c1C,-3%,-2,-5,6,-4%,0,9,1.0%,-1%
CC1CN(Cc2c(O)ccc3c(=O)c(-c4ccccc4)coc23)CC(C)O1 (configuration not stated),-18%,2,-4,x,1%,1,-14,-1.2%,4%
Clc1ccc(CSc2nnc(-c3ccncc3)o2)cc1,-12%,-4,0,4,1%,4,11,3.0%,-1%
CC(=O)c1ccc(NS(=O)(=O)c2ccc(-n3cccn3)cc2)cc1,1%,-2,-13,-1,-1%,10,-16,-2.4%,2%
CSCCC(NS(=O)(=O)c1ccccc1F)C(=O)NCc1cccs1 (configuration not stated),-21%,0,-8,-6,-8%,2,6,0.2%,-1%
O=C(Cc1cccc(C(F)(F)F)c1)Nc1cccc(S(=O)(=O)N2CCCC2)c1,8%,-10,1,1,-2%,11,-41*,-0.6%,1%
COc1ccc(C(=O)O/N=C(\N)c2cccc(C)c2)cc1OC,-7%,0,-1,9,11%,0,-4,4.1%,-8%
COCCNC(=S)Nc1ccc(S(=O)(=O)Nc2cnc3ccccc3n2)cc1,1%,-1,-2,-12,-5%,0,2,2.3%,1%
CC(C)c1onc(C(=O)NC(C)c2ccccc2)c1[N+](=O)[O-] (configuration not stated),1%,5,0,-26,1%,3,2,2.0%,-2%
CCOC(=O)c1[nH]c2ccccc2c1NC(=O)c1ccco1,9%,-7,-6,4,-5%,0,2,-0.1%,1%
Cc1cc(C(=O)Cn2nnc3ccccc3c2=O)c(C)n1-c1c(C)n(C)n(-c2ccccc2)c1=O,-4%,5,-1,3,-2%,-1,6,2.3%,4%
CCOC(=O)C1=C(C)NC2=C(C(=O)C(C(=O)OCC)C(c3cccc(OC)c3)C2)C1c1ccccn1 (configuration not stated),0%,-1,-4,-3,-9%,2,2,2.2%,-1%
CCOC(=O)c1sc(-c2ccc(OC)cc2)cc1N,-8%,-1,-2,x,-4%,5,-1,3.9%,-12%
COc1ccccc1Nc1nc(N)nc(CN2CC(C)CC(C)C2)n1 (configuration not stated),-2%,4,-2,-3,-3%,3,22,0.4%,0%

# Given with two lines to a compound: part of the list above.
# Each structure is followed by: Vif-APOBEC3F blk	D1 potentiator	LDHA block	D2 PAM	Glioma ERSR ind	D1 ag	D1 antagonist	RXFP1 agonist	Vif-APOBEC3G blk
- C[C@H](CO)N1C[C@H](C)[C@H](CN(C)S(=O)(=O)c2ccccc2F)OCc2cnnn2CCCC1=O
  9%	x	-2	x	-3%	x	x	x	-1%
- O=C(c1ccc([N+](=O)[O-])o1)N(Cc1nnc(-c2ccccc2Cl)o1)C1CC1
  -13%	-3	-4	5	-1%	3	-10	2.5%	-7%
- COc1ccc(Cl)cc1NC(=O)CSc1nc(Nc2ccccc2)nc(N2CCOCC2)n1
  -8%	-1	0	-6	-5%	6	-10	-0.9%	0%
- Cc1nc(NCC2CC2)c2nnn(Cc3ccccc3)c2n1
  -12%	4	-5	-12	-3%	6	5	1.3%	-1%
- CCOc1ccc(S(=O)(=O)N2CCC(C(=O)N3CCN(Cc4ccccc4)CC3)CC2)cc1
  1%	-2	1	13	4%	4	-5	0.9%	4%
- COc1ccc(C(=O)O/N=C(\N)c2cccc(C)c2)cc1OC
  -7%	0	-1	9	11%	0	-4	4.1%	-8%

# Next records follow:
SMILES,Vif-APOBEC3F blk,D1 potentiator,LDHA block,D2 PAM,Glioma ERSR ind,D1 ag,D1 antagonist,RXFP1 agonist,Vif-APOBEC3G blk
CCc1ccc(OCC(=O)NC(C)C)cc1,-4%,-5,-1,3,-1%,0,-7,0.3%,-2%
COCCN(C(=O)COC(=O)c1ccc2[nH]c(C)c(C)c2c1)c1c(N)n(Cc2ccccc2)c(=O)[nH]c1=O,-17%,-8,-5,-4,-2%,1,-17,0.4%,-19%
C=CCn1c(CSCc2ccccc2)nnc1SCC(=O)N1CCN(c2ccccc2)CC1,-18%,-2,2,1,-2%,4,-4,1.0%,-1%
Cc1c(NC(=O)COC(=O)Cc2ccc(Br)cc2)c(=O)n(-c2ccccc2)n1C,2%,-1,-11,7,-3%,4,-16,-3.3%,0%
Cc1ccc(CNS(=O)(=O)c2ccc3c(c2)OCCO3)cc1,0%,-6,-8,x,-4%,10,-6,1.2%,-5%
Cc1c(/C=C2\SC(=Nc3cccc(C(=O)O)c3)NC2=O)c2ccccc2n1C,-14%,-3,-11,-3,-4%,4,11,1.8%,-3%
CC(C)N1CCN(Cc2cnc(-c3ccccc3)s2)CC1CCO (configuration not stated),-9%,1,-11,2,-8%,2,-4,-0.6%,1%
CCOc1cc(N2CCOCC2)c(OCC)cc1NC(=O)c1nn(CC)c(=O)c2ccccc12,6%,6,28,-3,-2%,0,7,1.4%,0%
CCCC(=O)Nc1ccc2c(c1)nc1n2CCSC1,x,-5,1&4,13,0%,3,-4,0.3%,1%
Cc1csc(=N)n1-c1ccc(Cl)cc1,-6%,-9,-10,-5,7%,6,-16,2.3%,-5%
CC(=O)c1ccc(C(=O)N2CCCC(C(=O)c3cc(F)ccc3F)C2)s1 (configuration not stated),-22%,-4,0,-5,-3%,1,-16,-0.7%,-3%
CCCCc1nn2c(=O)cc(COC(=O)c3ccc(NC(=O)CCc4ccccc4)cc3)nc2s1,4%,-1,-10,0,-4%,-1,4,0.4%,-2%
COc1ccc(-c2nn(Cc3ccccc3)cc2C(=O)N2CCN(c3ccccn3)CC2)cc1OC,-22%,6,-8,17,-4%,2,-20,3.9%,0%
Cc1ccc(CN(C(=O)COc2ccc(C(C)C)cc2)C2CCS(=O)(=O)C2)o1 (configuration not stated),-5%,2,1,7,-2%,0,-4,-1.7%,-1%
CN(C)S(=O)(=O)c1cccc(NC(=S)Nc2cccc3cnccc23)c1,1%,0,31,-10,1%,4,-10,-4.7%,5%
CCCCc1nnc(NC(=O)CCN2C(=O)C3CC=CCC3C2=O)s1 (configuration not stated),-2%,-5,0,-5,-4%,2,-4,-0.1%,0%
